High-throughput results (PubChem BioAssay)
LDHA inh = blocks human lactate dehydrogenase A; 480,000 compounds, 0.15% hits; purified LDHA, NADH/diaphorase-resazurin fluorescence; active compounds read low; P00338; activity change, % (values are at about 110 or 230 µM); in the data active = activity change below about -30%; inconclusive = mostly about -25% to -30%;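 note: plate controls were DMSO wells for no effect and wells without enzyme for full effect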
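Enzyme activity of human lactate dehydrogenase 5 (2 nM; 0.06 mM NADH, 0.2 mM pyruvate, 5 min, RT) is measured via a resazurin/diaphorase fluorescence readout of residual NADH.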
12-LOX inh = ALOX12 (human) lipoxygenase inhibition | P18054 | purified 12hLO, xylenol orange hydroperoxide absorbance | Potency, µM (highest dose often 108 µM), for the others: at the highest dose activity change, negative = inhibition, actives largely listed as inhibitors | 580,000 compounds, 1.1% hits | AID 1671190; active = well fitted inhibition curve with a large enough effect; inconclusive = small, poorly fitted or top-dose-only effect, or another doubt; inactive = no such curve, though single readings can be large or run the other way; note: potency is the fitted concentration of half-maximal effect
Target sequence (P18054 whole entry, looked up): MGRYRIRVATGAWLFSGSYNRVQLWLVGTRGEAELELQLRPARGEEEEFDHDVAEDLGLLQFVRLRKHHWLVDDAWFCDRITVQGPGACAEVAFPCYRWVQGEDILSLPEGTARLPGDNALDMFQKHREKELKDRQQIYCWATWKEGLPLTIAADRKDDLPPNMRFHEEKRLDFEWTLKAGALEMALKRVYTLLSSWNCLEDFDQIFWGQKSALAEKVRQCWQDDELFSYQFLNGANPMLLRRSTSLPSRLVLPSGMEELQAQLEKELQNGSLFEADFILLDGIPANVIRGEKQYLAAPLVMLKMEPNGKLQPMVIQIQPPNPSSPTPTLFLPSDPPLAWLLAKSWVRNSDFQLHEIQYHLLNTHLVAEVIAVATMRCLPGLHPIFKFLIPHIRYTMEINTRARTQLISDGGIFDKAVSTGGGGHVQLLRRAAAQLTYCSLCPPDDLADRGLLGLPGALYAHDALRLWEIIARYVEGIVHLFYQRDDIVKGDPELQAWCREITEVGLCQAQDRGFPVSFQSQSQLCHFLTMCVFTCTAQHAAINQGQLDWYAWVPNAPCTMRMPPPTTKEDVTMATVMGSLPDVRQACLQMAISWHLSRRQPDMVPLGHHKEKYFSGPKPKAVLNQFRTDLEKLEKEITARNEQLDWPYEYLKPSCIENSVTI
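Hydroperoxide product was detected by ferrous iron/xylenol orange as the 573 to 405 nm absorbance ratio. Arachidonic acid at 40 uM (final) was turned over for 30 min at room temperature by 150 nM human 12hLO, pH 7.0 Hepes buffer, after 15 min compound preincubation.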
Numbers without * were called inactive; ? = inconclusive; [ ] = another dose, or the depositor's remark. Unless noted, % is set by controls: 0 for no effect and ±100 for the full control effect.

SMILES	LDHA inh	12-LOX inh
CC(=O)NCCNc1nc2cc(-c3ccccc3C)sc2c(=O)n1C	-0.3	-6.1%
O=C(CSc1ncc(-c2ccc(Cl)cc2)o1)Nc1ccc(F)cc1	-5.9	-19.2%
CC(C)Oc1ccc(F)cc1-c1cc(C(=O)Nc2ccccc2)[nH]n1	6.1	-17.9%
CCCCc1ccc(-n2nnnc2SCC(=O)Nc2cccc(NC(C)=O)c2)cc1	-4.9	12.9%
CC(C)(C)C(=O)N1CCC(NC(=O)c2cc3ccccc3oc2=O)CC1	11.2	-10.2%
CCN(CC)CCN1CCN(c2cncc(-c3ccc4ccccc4c3)n2)CC1	-1.4	?
Cn1nc(C(=O)N2CCCN(Cc3ccccc3)CC2)c2ccccc2c1=O	0.8	21.7%
COC(=O)COc1ccc2oc(C)c(C(=O)OC)c2c1	2.3	?
Cc1ccc(-c2cnc3cccnn23)cc1F	-5.2	-10.2%
N#Cc1ccc(-c2ccc(OCC(=O)c3ccc4c(c3)OCCO4)cc2)cc1	1.8	9.4%

Part of the list above, field by field.
Cc1ccc(-c2cnc3cccnn23)cc1F
  LDHA inh: -5.2
  12-LOX inh: -10.2%
CC(C)Oc1ccc(F)cc1-c1cc(C(=O)Nc2ccccc2)[nH]n1
  LDHA inh: 6.1
  12-LOX inh: -17.9%

The results go on:
SMILES	LDHA inh	12-LOX inh
CCn1nnnc1SCC(=O)N(Cc1cccs1)c1ccc2c(c1)OCCO2	12.9	-8.5%
CC(C)NC(=O)CSc1ncc(-c2ccc(Cl)cc2)o1	-3.6	-1.1%
O=C(NC(Cc1c[nH]c2ccccc12)C(=O)O)C1CC1 (configuration not stated)	2.0	-25.1%
CC(NC(=O)Cc1c[nH]c2ccccc12)c1ccco1 (configuration not stated)	-8.3	-8.6%
O=C(O)Cn1cc(C(C(=O)O)N2CCN(Cc3ccccc3)CC2)c2ccc(Cl)cc21 (configuration not stated)	9.3	?
O=C(CN1CCN(C(=O)CCc2ncc(-c3c(F)cccc3F)o2)CC1)Nc1cccc(F)c1	2.3	23.0%
COc1cccc(NC(=O)NC(CCSC)C(=O)O)c1 (configuration not stated)	4.2	?
CC=CCn1c(SCCCc2ccccc2)nc2c1c(=O)[nH]c(=O)n2C	-6.8	?
CN1CCC(C(=O)c2ccccc2)C1=O (configuration not stated)	7.3	?
N#Cc1cccc(NC(=O)CCc2ncc(-c3ccccc3Cl)o2)c1	2.9	?
Cc1c(C(=O)N2CCCCCC2(C)C(=O)NCC(C)C)oc2ccccc12 (configuration not stated)	4.0	-13.7%
CCc1ccccc1NC(=O)CNC(=O)NNC(=O)C(C)Nc1nc2ccccc2s1 (configuration not stated)	6.5	62.7%
CCN(Cc1ccccc1)Cc1nc2sc(C(=O)OC)c(C)c2c(=O)[nH]1	6.9	-25.2%
Nc1nccnc1C(=O)NCc1ccccc1Cn1cccn1	-2.5	-5.6%
O=C(NC1C2CC3CC(C2)CC1C3)c1ccc(Cl)s1 (configuration not stated)	6.4	?
Nc1cccc(NS(N)(=O)=O)c1	10.5	?
O=C(O)C(c1c[nH]c2ccc(Cl)cc12)N1CCN(c2ccc(F)cc2)CC1 (configuration not stated)	6.8	-6.8%
Cc1cc(Nc2cccc(Cl)c2)nc2ccc(NC(=O)CC3CCCCC3)cc12	9.5	?
O=C(Cc1ccc(OC(F)F)cc1)Nc1cccc2cccnc12	10.2	-3.2%
Nc1nc(CN2CCN(C(=O)c3ccccc3F)CC2)nc2ccccc12	7.5	78.5%[activator]
COCCOc1nc2c(c(=O)n(C)c(=O)n2C)n1Cc1ccccc1	2.4	?
CC(=O)NC(c1ccccc1)c1nc(-c2cccs2)cs1 (configuration not stated)	-8.5	-17.1%
COc1cccc(-c2noc(CSc3nc(C4CC4)n(-c4ccccc4)n3)n2)c1	-1.5	-27.0%
Cc1ccc(NC(=O)Cn2nnc(-c3nc(-c4ccc(C)cc4)no3)c2N)cc1	6.7	-51.5%
CC(C)Oc1ccccc1/C=N/O	4.8	?
OC(c1ccccc1)c1ncc(-c2ccc(Cl)cc2)[nH]1 (configuration not stated)	-4.4	2.5%
O=C(Nc1ccc(C(O)(C(F)(F)F)C(F)(F)F)cc1)c1ccccc1Cl	3.1	-8.2%
O=C(NC(c1ccccc1)c1cnccn1)C1CCN(CCCOc2ccccc2)CC1 (configuration not stated)	-5.7	-4.7%
CC(NC(=O)c1cccc(S(=O)(=O)Nc2ccc(F)cc2)c1)c1ccccc1 (configuration not stated)	2.9	?
CN(CCC#N)C(=O)COc1cc(Cl)ccc1C(N)=O	1.5	16.3%
CCC(C)(C)NC(=O)/C(=C/c1ccccc1)c1ccccc1	-1.8	5.7%
Cc1ccc(-c2nc3ccccc3o2)cc1NC(=O)COc1ccccc1	2.4	1.6%
O=C(CCc1nc(-c2ccc(F)cc2)no1)Nc1cccc(S(=O)(=O)NC2=NCCC2)c1	6.7	?
CCc1nc2ccc(C(=O)NCCCN3CCCC3=O)cn2c1N(C=O)CC	3.3	-6.1%
CC(=O)Nc1ccc(C(=O)CSc2ccc(Cl)cc2)cc1	7.4	?
CCCCn1c(N)c(N(C)C(=O)c2cc(CCC)c(C)s2)c(=O)[nH]c1=O	6.1	23.0%
COC(=O)[C@]12CCCCC=C1N(Cc1ccccc1)C(=O)[C@H](CC(=O)NCCCCc1ccccc1)C2	1.3	-6.5%
Cc1onc(-c2c(F)cccc2Cl)c1C(=O)Nc1sc(C)c(C)c1C(N)=O	-2.4	-21.8%
COc1cc(OC)c2cc(C(=O)N3CCC(c4nnc5ccccn45)CC3)n(C)c2c1	-4.7	-3.4%
CCCn1c(N)c(C(=O)CSc2ccc3ccccc3n2)c(=O)[nH]c1=O	-13.2	?

Sorted by SMILES length (descending): some entries from above
SMILES	LDHA inh	12-LOX inh
O=C(CCc1nc(-c2ccc(F)cc2)no1)Nc1cccc(S(=O)(=O)NC2=NCCC2)c1	6.7	?
CCCn1c(N)c(C(=O)CSc2ccc3ccccc3n2)c(=O)[nH]c1=O	-13.2	?
CCC(C)(C)NC(=O)/C(=C/c1ccccc1)c1ccccc1	-1.8	5.7%
CC(=O)Nc1ccc(C(=O)CSc2ccc(Cl)cc2)cc1	7.4	?

(continued)
SMILES	LDHA inh	12-LOX inh
CC(C)C1C(C#N)=C(N)OC2=C1C(=O)CC(C)(C)C2 (configuration not stated)	1.5	-1.2%
CC(=O)/C(C=Nc1cc(C(F)(F)F)ccc1Cl)=C(/C)O	-0.8	-24.5%
Cc1ccc(-c2cnc(CCC(=O)NCc3ccccc3F)o2)cc1C	-5.8	?
CCOc1ccc(C(=O)OCc2ncc(-c3ccccc3)o2)cc1	-0.4	37.0%
N#C/C(=C\c1ccccc1)c1nc2ccccc2[nH]1	14.1	24.7%
CN=C(NC)c1ccc([N+](=O)[O-])cc1	-11.6	-35.2%
Cc1ccc2nc(Cl)c3cc(C(=O)NC4CCCC(C)C4C)sc3c2c1 (configuration not stated)	4.3	-4.0%
Cc1ccc(-n2nnc(C(=O)NCC(C)C)c2C)cc1Cl	12.8	-28.3%
O=C(c1cccc(Br)c1)N1CCC(CCc2ccc(O)cc2)CC1	9.2	-3.1%
Cc1cccc[n+]1C/C=C\c1ccccc1	9.4	-19.8%
CCOc1ccccc1Oc1c(C)oc2cc(OCC(=O)O)ccc2c1=O	-16.8	1.2%
Cc1oc(-c2nc(C#N)c(N(C)CCC#N)o2)cc1S(=O)(=O)N(C)C	12.4	-52.8%
O=C(NCCc1ccc(Cl)cc1)c1cccc(Nc2ncc(-c3ccc(F)cc3)cn2)c1	-2.0	-6.9%
CCOC(=O)c1cnc2c(Cl)cccc2c1Nc1ccc(C(=O)OC)cc1	5.7	3.2%
O=C(COc1ccc(Br)cc1)Nc1nc(-c2ccc(Br)o2)ns1	-0.1	?
Cc1ccc(/C=C/C(=O)N(Cc2ccco2)Cc2ccco2)s1	1.6	?
CCOC(=O)C[C@@H](C#N)NC(=O)[C@@H]1CCCN1C(=O)[C@@H](NC(=O)c1ccc(N)c(Cl)c1)C(C)(C)C	-7.7	-9.1%
O=C(CSc1ccccc1F)c1ccc2c(c1)-c1ccccc1C2	10.6	?
COc1cc(/C=C(/C#N)c2ccccc2F)cc(I)c1OC	1.2	6.3%
O=C1CC(c2ccccc2F)c2c(n3c(nc4ccccc43)[nH]c2=O)N1 (configuration not stated)	-22.3	-21.4%
CCCC(=O)N(C)CCCc1ccccc1	2.0	-6.0%
CC(C)n1nnnc1C1c2ccccc2C(=O)N1CCc1ccccc1F (configuration not stated)	-3.3	13.9%
Cn1c(C(=O)N2CCN(C(=O)C3CCCCC3)CC2)cc2ccccc21	-3.5	6.6%
Cc1cc(C(C)(C)C)cc(C)c1COC(=O)c1nn(C)c(=O)c2ccccc12	5.9	-0.2%
CN(C)c1ccc(N=Cc2c(O)ccc3ccccc23)cc1	66.6	?
CN1CCN(CCCN2C(=O)CSC2c2ccc(Cl)cc2)CC1 (configuration not stated)	-8.1	?
Cc1ccc(/C=C2\Oc3cc(OS(C)(=O)=O)ccc3C2=O)cc1	-23.4	?
Fc1ccc(C2=NN(c3cccc(C(F)(F)F)c3)C(c3ccc(F)cc3)C2)cc1 (configuration not stated)	4.9	-16.5%
c1ccc(CNCCCN2CCCCC2)cc1	-0.8	?
O=C(Cn1ncc2c1-c1ccccc1OC2)N1CCN(c2cccc(Cl)c2)CC1	10.9	-7.5%
C=CCN1CCN(c2ccc(C(F)(F)F)cn2)CC1	6.4	41.6%[activator]
Cc1oc2cc(OCC(=O)N[C@@H](CC(C)C)C(=O)O)ccc2c(=O)c1-c1ccc(Cl)cc1	?	20.9%
CCC1CCC(N(C(=O)Cc2nc(-c3cccs3)oc2C)C2CC2)CC1 (configuration not stated)	0.3	?
COc1cccc(Cn2c(Cn3c(-c4cnccn4)nc4ccccc43)nc3ccccc32)c1	-4.0	7.3%
CC(OC(=O)c1cc(=O)c2ccccc2o1)C(=O)Nc1cccc(C(F)(F)F)c1 (configuration not stated)	-3.0	?
COc1ccccc1CNC(=O)c1ccc(N2CCCC2)c(NC(=O)Nc2cc(F)ccc2F)c1	0.7	-27.4%
N#CCc1ccc([N+](=O)[O-])cc1	1.7	-7.7%
O=C(O)c1ccc(CSC(F)F)cc1	-5.0	-0.4%
CC(=O)Nc1ccc(NC(=O)CC2C=CCC2)cc1 (configuration not stated)	-0.5	?
Cn1c(CCN2CCOCC2)nc2cc(NC(=O)c3ccccc3Cl)ccc21	-8.3	32.9%
Cc1ccc(C2=NS(=O)(=O)N(C)C(C(=O)N3CCN(c4ccc(F)cc4)CC3)=C2)cc1	2.9	4.9%
COc1ccc(/C=C(/C#N)C(=O)Nc2ccc(C34CC5CC(CC(c6ccccc6)(C5)C3)C4)cc2)cc1	2.5	4.7%
Cc1cccc(-c2nnc(SCC(=O)NC(=O)NC3CCCC3)n2Cc2ccco2)c1	6.3	?
CCC1OC(C(C)C)Cc2[nH][nH]c(=O)c21 (configuration not stated)	-0.8	?
Cc1nc2ccc(C(=O)NCCCOC(C)C)cc2nc1C	11.7	15.3%
O=C(NC1CCS(=O)(=O)C1)c1cc2sccc2n1Cc1ccccc1 (configuration not stated)	0.4	6.3%
COC(=O)CC1c2cc(OC)c(OC)cc2CCN1Cc1nc(CC(C)C)no1 (configuration not stated)	1.4	12.5%
Cc1c(CC(=O)NCCCN2CCOCC2)c(=O)oc2c(C)c(O)ccc12	-3.3	9.5%
OC(CNCc1c(OCc2ccccc2)ccc2ccccc12)c1ccccc1 (configuration not stated)	8.6	?
COc1ccc(CCNC(=S)NNC(=S)NCC2CCCO2)cc1OC (configuration not stated)	3.3	-44.7%
Other results
SMILES	LDHA inh	12-LOX inh
COc1cc(C(=O)/C=C/c2cccs2)ccc1OCC(=O)O	2.5	8.8%
COc1cccc(Oc2coc3cc(OC(=O)c4ccc5c(c4)OCO5)ccc3c2=O)c1	6.8	28.3%
O=C(OCc1cc(-c2ccccc2)on1)c1cccc(C(F)(F)F)c1	-0.2	-5.6%
Cc1ccc(C(=O)OCC(=O)c2ccc(C3CCCCC3)cc2)c(C)c1	2.4	2.7%
O=C(O)c1ccccc1-n1cccc1	-1.2	?
CCc1nc2ccc(C(=O)Nc3cccc(OCC(=O)N(C)C)c3)cn2c1N(CCN(C)C)CC1CC1	-1.1	13.0%
CCOC(=O)[C@]12CCC=C1N(Cc1ccccc1)C(=O)[C@H](CC(=O)NCC13CC4CC(CC(C4)C1)C3)C2	2.3	-17.3%
CC1CCN(C(CNC(=O)Cn2c(=O)c3c(ncn3C)n(C)c2=O)c2cccs2)CC1 (configuration not stated)	-1.0	40.0%
Cc1ccc(C(=O)Nc2cccc3ncccc23)cc1	-0.5	-3.0%
Cc1c(CC(=O)Nc2ccc(C(F)(F)F)cc2)c(=O)oc2cc(O)ccc12	0.9	16.8%
COc1ccccc1N1CCN(c2ncnc3n[nH]c(Br)c23)CC1	-0.7	0.0%
COc1ccc(S(=O)(=O)N2CCc3ccccc32)cc1C(=O)OCC(=O)Nc1ccccc1	-14.3	124.5%[activator]
COc1ccc(OC)c(S(=O)(=O)Nc2ccc(-c3ccc(N4CCC(C)CC4)nn3)cc2)c1	15.5	8.91µM*
CCC(CC)C(NC(=O)CCc1cccs1)c1ccccc1 (configuration not stated)	9.2	-4.8%

3 entries already listed, sorted by the value under LDHA inh, ascending.
compound	LDHA inh	12-LOX inh
CC(=O)NC(c1ccccc1)c1nc(-c2cccs2)cs1 (configuration not stated)	-8.5	-17.1%
CCCCc1ccc(-n2nnnc2SCC(=O)Nc2cccc(NC(C)=O)c2)cc1	-4.9	12.9%
CC(=O)Nc1ccc(C(=O)CSc2ccc(Cl)cc2)cc1	7.4	?

These rows are one share of the data; the hit share may differ from the screen's.
